High-throughput results from PubChem BioAssay.
bCat KO growth: beta-catenin-lacking colon tumor cell growth suppression; HCT116 beta-catenin knockout viability, CellTiter-Glo, 60 h; active compounds read low; viability, % at 10 µM; 140,000 tested, 1.5% active; AID 818;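 active means viability at or under a set limit, the compound median less 4 SD, cut at about 6% in these data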;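 further: 0% = Hyamine 1622 control at 20 µM and 100% = untreated cell control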
NPY-Y2 antag: antagonists of human neuropeptide Y receptor Y2; P49146; NPY-Y2 expressing cells, antagonist mode; inhibition, % at 2.7 µM; 140,000 tested, 0.99% active; AID 793; in the data active means inhibition above about 17%;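 further: 0% = vehicle with agonist challenge and 100% = reference antagonist with challenge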
Target sequence (P49146 whole entry, looked up): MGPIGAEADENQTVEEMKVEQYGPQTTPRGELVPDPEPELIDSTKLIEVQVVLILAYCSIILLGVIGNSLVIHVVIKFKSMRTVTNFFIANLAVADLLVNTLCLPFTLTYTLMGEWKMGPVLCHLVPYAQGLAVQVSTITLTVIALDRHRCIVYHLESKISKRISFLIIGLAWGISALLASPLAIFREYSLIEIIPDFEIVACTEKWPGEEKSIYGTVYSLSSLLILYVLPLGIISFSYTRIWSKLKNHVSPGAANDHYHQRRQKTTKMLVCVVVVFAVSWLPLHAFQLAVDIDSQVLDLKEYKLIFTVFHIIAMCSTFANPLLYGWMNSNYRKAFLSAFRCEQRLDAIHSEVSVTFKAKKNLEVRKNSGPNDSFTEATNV
PTEN del growth: suppresses growth of cells with PTEN deletion | HCT116 PTEN-null viability, CellTiter-Glo, 60 h; active compounds read low | viability, % at 10 µM | 140,000 tested, 1.2% active | AID 827;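 active means viability at or below a set limit, 4 SD under the median of all tested compounds, cut at about 3.7% in these data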;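 further: PTEN knockout HCT116 line with beta catenin targeted HCT116 as companion control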
Measles CPE: protection of cells from measles virus | protection (pct of control), % at 4 µM | AID 841 | Measles virus-infected cells, CPE protection, absorbance | 140,000 tested, 1.5% active; in the data active means protection mostly above about 24%, no sharp cut-off; inactive means mostly below about 26%; further: some compounds called inactive have numbers as strong as hits
GALR2 antag: blocks the human galanin receptor 2; O43603; 140,000 tested, 0.39% active; inhibition, % at 4 µM; GALR2-expressing cells, antagonist mode; in the data active means inhibition above about 27%;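 further: cells stimulated with galanin 1-16 at roughly its EC80; 0% = agonist challenge control and 100% = basal control without agonist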
Target sequence (O43603 whole entry, looked up): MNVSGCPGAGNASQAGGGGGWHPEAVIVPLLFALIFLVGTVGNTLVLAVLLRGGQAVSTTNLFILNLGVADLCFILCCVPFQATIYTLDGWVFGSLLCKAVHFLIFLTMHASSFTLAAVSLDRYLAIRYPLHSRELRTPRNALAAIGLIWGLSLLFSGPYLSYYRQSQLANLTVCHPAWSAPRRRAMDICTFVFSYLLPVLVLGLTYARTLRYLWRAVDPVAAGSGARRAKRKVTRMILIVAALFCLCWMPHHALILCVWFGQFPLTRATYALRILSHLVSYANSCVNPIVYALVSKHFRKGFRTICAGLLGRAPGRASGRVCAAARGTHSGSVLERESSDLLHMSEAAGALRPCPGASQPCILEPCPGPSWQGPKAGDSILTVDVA
MRP1 act: activators of MRP-1; 140,000 tested, 0.61% active; H69AR cells + doxorubicin, viability rescue, CellTiter-Glo; AID 799; viability increase, % at 10 µM;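 active means viability gain under doxorubicin at or above a set limit, the compound median plus 3 SD, cut at about 4.7% in these data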;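 further: MRP-1 overexpressing cells given doxorubicin 25 µM after compound pretreatment; 18-22 h compound pretreatment then 72 h with doxorubicin before readout; 0% = doxorubicin-only wells and 100% = vehicle-treated cells without doxorubicin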
Yeast lifespan up: yeast lifespan extension | S. cerevisiae growth with nicotinamide, OD615; deaD strain in restrictive glucose medium | inhibition of the nicotinamide effect, % at 10 µM | 130,000 tested, 0.68% active | AID 775;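 active means inhibition above a set limit, placed 3 SD over the median of all compounds, cut at about 26% in these data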;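 further: 0% = nicotinamide-treated wells and 100% = cells grown without nicotinamide; some compounds called inactive have numbers as strong as hits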
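Buffer or medium: CSMM-D glucose medium, restrictive; test system: modified budding yeast, DeaD strain; compound: single dose 10 µM compound, 0.25% DMSO; schedule: culture preincubation 4 h, compound exposure 48 h, both 30 °C; detection: optical density (absorbance) at 615 nm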
E-sel TNF inh: TNF alpha driven E-selectin expression inhibition; HUVEC TNFa-induced E-selectin immunofluorescence, high content; inhibition, % at 2 µM; 120,000 tested, 0.71% active; AID 1246;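 active means inhibition above the batch mean plus 3 SD, and confirmed as a hit on visual image review, cut at about 43% in these data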;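 further: 0% = TNF-stimulated DMSO wells and 100% = unstimulated control wells; not every result past the cut was called active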
Yeast growth inh: reduces growth of yeast BB579 in restrictive medium. S. cerevisiae BB579 growth, OD615, 48 h. inhibition, % at 10 µM. 140,000 tested, 0.51% active. AID 804;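 active means inhibition above a set limit, 3 SD over the mean compound inhibition, cut at about 44% in these data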; further: inactives centre near -24
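System: DeaD yeast strain BB579; buffer or medium: CSMM-D dextrose restrictive medium; technique: OD at 615 nm; schedule: 4 h cell preincubation, 48 h compound exposure, 30 °C humidified; doses: single 10 µM dose; controls: amphotericin B 10 µg/mL, positive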
Phagocytosis inh: inhibitors of macrophage phagocytosis; inhibition, % at 5 µM; J774A.1 macrophage IgG-bead phagocytosis, imaging; 110,000 tested, 0.07% active;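 active means inhibition above the mean of the plate negative controls plus 5 SD, cut at about 13% in these data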;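 further: phagocytic index as fraction of beads internalized from green versus red external bead signal; plate controls were DMSO negative control for no effect and cytochalasin-D positive control for full effect; some results beyond the cut were filed as inactive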
Active calls of the source: *; . = no result given.

Each structure is followed by: bCat KO growth	NPY-Y2 antag	PTEN del growth	Measles CPE	GALR2 antag	MRP1 act	Yeast lifespan up	E-sel TNF inh	Yeast growth inh	Phagocytosis inh
CCOC(=O)C[N+](CC)(CC)CC#Cc1ccccc1
 : 99	-1	98	33	3	-1.0	7	.	-1	-14
O=C(c1nc2nc(-c3cccs3)cc(C(F)(F)F)n2n1)N1CCN(Cc2ccccc2)CC1
 : 79	1	73	2	-2	-4.8	.	-22	-50	.
COc1ccc2c(c1OC)C(=O)OC2CC(=O)c1ccc2c(c1)OCO2 (centres undefined)
 : 95	3	98	13	-9	-2.5	-9	-2	-27	3
O=C(NCc1ccccc1)NC1(C(=O)N2CCCC2)CCCCC1
 : 92	3	99	38	13	1.1	-6	.	-6	1
CCC1S/C(=C(\C#N)C(=O)NCc2ccco2)N(c2ccc(F)cc2)C1=O (centres undefined)
 : 98	0	87	15	10	-2.7	-4	35	0	0
CCOC(=O)c1cc2sc(C)cc2n1CC(=O)Nc1cccc(C)c1C
 : 88	7	81	15	-2	-2.3	-5	4	-29	.
CCN1CCCC1CNCc1ccc(Cl)cc1Cl (centres undefined)
 : 104	0	110	3	6	-0.8	-8	.	-3	2
O=C(CN1CCN(Cc2ccc(Cl)cc2)C1=O)NCCN1CCCC1
 : 89	1	94	5	-5	-1.6	5	-15	-35	.
O=C(Nc1cccnc1)C1COc2ccccc2O1 (centres undefined)
 : 96	-1	88	5	6	0.3	-16	-1	-41	.
COc1ccc(CNC(=O)C2CSC(c3ccc(OC)cc3)N2C(C)=O)cc1 (centres undefined)
 : 100	-1	104	18	3	-0.7	-6	-1	2	.
Cc1cccc(Nc2nc(NCCCN3CCOCC3)nc(N)c2[N+](=O)[O-])c1
 : 56	-1	62	11	-32	-1.3	-1	.	-2	3
CCOC(=O)COc1ccc(N)cc1CC(NC(C)=O)(C(=O)OCC)C(=O)OCC
 : 94	1	93	9	-4	-0.3	4	.	-36	0
Cc1ccc(OC(=O)c2cc3ccccc3o2)cc1
 : 70	0	75	4	-8	-0.7	-14	20	-32	-1
CC(C)Sc1nc2c(cnn2-c2ccc(F)cc2)c(=O)[nH]1
 : 74	2	83	5	5	-3.4	-5	.	-30	3
Cc1ccc(SC(C)C(=O)Nc2ccccc2-c2ccccc2)cc1 (centres undefined)
 : 59	14	59	7	9	-2.1	1	12	-27	-9
O=C(CSCc1ccc(F)cc1)N1CCN(c2ccccc2)CC1
 : 103	1	85	79*	0	2.0	-16	-25	-25	-2
Cc1cc(C)cc(-n2nnc(C(=O)NCc3ccc(Cl)cc3)c2N)c1
 : 87	1	78	9	4	4.2	-20	-18	-8	0
COc1cc(NS(=O)(=O)c2ccc(NS(=O)(=O)c3ccccc3)cc2)nc(OC)n1
 : 89	3	97	5	-4	-3.5	-20	-11	-30	-3
Cc1c(Cl)cccc1NC(=S)NC1CCN(Cc2ccccc2)CC1
 : 66	0	67	2	-18	-5.7	5	.	-18	-6
Cc1nc(N2CCOCC2)nc(OC(C)C)c1[N+](=O)[O-]
 : 97	2	93	14	-8	-2.0	-3	4	-26	0

The list goes on:
Each structure is followed by: bCat KO growth	NPY-Y2 antag	PTEN del growth	Measles CPE	GALR2 antag	MRP1 act	Yeast lifespan up	E-sel TNF inh	Yeast growth inh	Phagocytosis inh
Clc1ccccc1Cn1nnc2c(Nc3ccccc3)ncnc21
 : 94	7	91	22	9	4.7*	-7	-17	-28	-1
COc1cc(NC(=O)c2ncn[nH]2)cc(OC)c1OC
 : 78	0	97	8	5	-2.8	.	-20	-9	.
Cc1nnc(SCCn2c(N3CC(C)CC(C)C3)nc3c2c(=O)n(C)c(=O)n3C)s1 (centres undefined)
 : 98	2	98	14	3	0.7	-8	-8	-43	0
COc1ccccc1-n1c(SCC(=O)O)nnc1-c1ccc(S(=O)(=O)N2CCCCC2)cc1
 : 95	8	97	6	-3	-1.4	-5	.	-37	-2
CC1CCN(C(=O)CN(C)S(=O)(=O)c2cccc3nsnc23)CC1
 : 92	2	92	2	3	-2.2	22	.	-6	.
CC1(C)Cc2ccccc2C(/C(=N/O)C(N)=O)=N1
 : 91	4	104	13	2	-1.2	1	.	-11	0
Cc1ccc(S(=O)(=O)NC(=O)Nc2nnc(C3CC3)s2)cc1
 : 91	-1	111	19	2	0.0	-8	16	4	0
CCCn1nc2cc(C(=O)NCc3ccc4c(c3)OCO4)ccc2c1OCC
 : 95	10	92	4	11	-1.3	-11	-35	-10	.
O=C1C(SC(F)(F)C(F)F)=C(C(F)(F)F)OC2C3C=CC(C3)C12 (centres undefined)
 : 99	1	102	13	-1	-1.3	-1	9	-34	.
Cc1ccc(NC(=O)c2ccccc2NS(=O)(=O)c2ccc(F)cc2)cc1S(=O)(=O)N1CCCCC1
 : 7	2	6	2	1	-5.2	7	.	-37	-5
Cn1cccc1C(=O)NC(=O)COC(=O)c1ccccc1Sc1ccccc1C#N
 : 123	1	98	13	-4	-1.3	5	-1	-39	-1
O=C(Nc1ccc(Br)cc1)/C(=C/c1cccc([N+](=O)[O-])c1)NC(=O)C1CCCCC1
 : 81	3	70	5	1	-0.3	-11	.	-25	-1
CCc1ccc2[nH]c(=O)c(C(c3nnnn3CCOC)N3CCN(c4ccc(F)cc4)CC3)cc2c1 (centres undefined)
 : 58	6	61	11	1	-2.9	2	-13	-29	-3
O=C(COc1ccccc1)Nc1ccc2c(c1)nc1n2CCSC1
 : 106	0	105	3	12	-0.4	-7	.	-53	0
Cc1ccccc1-n1nnnc1SCC(=O)Nc1ccc(S(=O)(=O)N2CCCC2)cc1
 : 89	6	92	12	-8	-1.9	-7	-7	-26	-1
O=C1C2CC=C(Cl)CC2C(=O)N1CCCCCCN1C(=O)C2CC=C(Cl)CC2C1=O (centres undefined)
 : 86	-2	93	14	-10	0.0	0	15	-59	-1
CCCCOC(=O)c1ccc(NC(=O)c2c(Cl)ccc(Cl)c2OC)cc1
 : 56	8	48	6	-1	1.3	0	17	-36	-5
COCCn1c(C)cc(C(=O)COC(=O)c2ccc(-n3nc(C)cc3C)cc2)c1C
 : 103	-2	115	12	-11	2.3	-6	2	-54	0
O=C(NCCN1CCOCC1)c1ccc(Cl)cc1[N+](=O)[O-]
 : 104	-1	99	10	-2	-2.2	1	.	-40	.
CCC1CCCCN1CCNS(=O)(=O)c1ccc2c(c1)CCN2C(C)=O (centres undefined)
 : 94	1	88	8	-1	-2.7	0	-3	-21	2

Additional structures follow:
Each structure is followed by: bCat KO growth	NPY-Y2 antag	PTEN del growth	Measles CPE	GALR2 antag	MRP1 act	Yeast lifespan up	E-sel TNF inh	Yeast growth inh	Phagocytosis inh
CCc1ccccc1NC(=O)CN(C)C(=O)CSc1nnc(Nc2ccc(C)cc2)s1
 : 88	0	94	16	0	2.6	-3	.	18	-9
Cc1ccc(C2c3c(oc4ccc(Cl)cc4c3=O)C(=O)N2CCCN2CCOCC2)o1 (centres undefined)
 : 96	2	102	16	9	-4.0	5	.	10	.
CCCCSc1ccc2nc(-c3ccc(C#N)cc3)cn2c1
 : 53	7	72	43*	-11	0.8	-9	-17	-17	.
CNC(=O)C1=C(C)Nc2nc3ccccc3n2C1c1cccc(OC)c1 (centres undefined)
 : 98	2	106	5	-2	-0.8	-10	6	-16	.
O=C(NNc1ccc([N+](=O)[O-])cc1)C12CC3CC(CC(C3)C1)C2
 : 91	-1	86	16	6	-4.1	6	4	-5	.
O=c1oc2ccccc2n1CCCOc1ccccc1
 : 85	1	85	16	1	-0.5	-15	-35	8	-1
CCOc1ccc(NS(=O)(=O)c2ccc(OCC)c3ncccc23)cc1
 : 43	0	42	4	14	-4.9	-2	-5	-30	-1
Cc1c(C(=O)N2CCOCC2)oc2ccc(S(=O)(=O)N3CCCC3)cc12
 : 104	0	87	4	6	-0.6	.	-6	-9	.
O=C1CSC(c2cccc(F)c2)N1c1ccc(O)cc1 (centres undefined)
 : 91	0	95	8	4	-1.2	-12	8	-48	.
CCN1CCc2c(C#N)c(N3CCCCC3)nc(NCc3ccccc3)c2C1
 : 1.2*	7	0.9*	0	-27	-4.5	-30	-3	8	-1
CCCC(NS(=O)(=O)c1ccc(OC)cc1)C(=O)O (centres undefined)
 : 92	2	91	10	11	-0.6	-2	.	-29	1
COc1ccccc1N1CCN(S(=O)(=O)Cc2ccccc2Cl)CC1
 : 90	2	81	23	2	-0.5	-11	25	-38	-2
O=C(Nc1ccc(N=Nc2ccccc2)cc1)c1cccc(Cl)c1
 : 96	1	96	24	6	0.1	2	-43	-41	-2
CCOc1ccc(C(=O)c2ccc(OCC)c(N)c2)cc1N
 : 14	-3	22	7	-4	-5.4	-38	16	-27	0
S=C(c1ccc(-c2cccc(Cl)c2)o1)N1CCOCC1
 : 96	4	95	3	-5	-2.4	-8	-21	-21	-1
COc1cc(C)c(S(=O)(=O)NCc2cccs2)cc1C
 : 90	2	78	11	15	-2.0	-7	17	2	1
COc1cc(CNC(=O)c2ccc(Cn3nc(C)c(Cl)c3C)o2)cc(OC)c1
 : 75	1	95	10	-3	-0.2	-2	-8	-4	0
CN(C)CCNC(=O)c1ccccc1
 : 95	0	103	5	8	-1.6	3	23	-21	0
Cc1ccc(C(=O)NC(NC(=O)c2ccc(C)cc2)C(Cl)Cl)cc1
 : 93	7	87	3	9	-0.2	-5	.	-31	1
O=C(CSc1nnnn1-c1cccc2c1CCCC2)N1CCCC1
 : 95	5	89	10	-3	-1.5	.	-12	-38	.
Cc1cc(C)n(-c2ccc(C(=O)Nc3ccc(N4CCOCC4)cc3)cc2)n1
 : 91	1	91	3	-10	-3.2	0	.	-21	-1
CCC(C)(C)NC(=O)c1ccc(Br)o1
 : 104	-2	109	6	11	0.9	0	.	-12	.
Cc1ccc2nc(C)cc(OCC(=O)O)c2c1
 : 92	-1	96	25	11	-1.3	-13	-3	-13	0
